High-throughput results as filed in PubChem BioAssay.
TTR transcr act – TTR transcription activation, primary screen; AID 1117267; activation, % at 16.7 µM; SH-SY5Y TTR promoter Gaussia luciferase, luminescence; 100% = recombinant luciferase protein wells; 92,000 compounds, 1.3% hits;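 active = activation above the mean of all tested compounds plus 3 SD, cut at about 9.5% in these data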;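 also: cells exposed to compounds for one day before reading; 0% = median of all test compound wells on the plate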
Numbers without * were called inactive. Only part of the results is shown; count on the stated rates, not on these rows.

| Compound | TTR transcr act |
| --- | --- |
| CCOc1ccc(S(=O)(=O)N2CCC(C(=O)NC3CCCC3)CC2)cc1 | -1.5 |
| Cc1nn(-c2ccccc2)cc1C(=S)Nc1ccccc1 | -3.6 |
| Cc1c(C(=O)N(Cc2ccc(N(C)C)cc2)CC2CCCO2)oc2ccccc12 (configuration not stated) | 4.7 |
| CCC(C)NC(=O)C(=O)NC1CCCC1 (configuration not stated) | 0.5 |
| Cc1c(Cl)cccc1-n1c(-c2cccnc2)n[nH]c1=S | -1.2 |
| Cc1cc2ncn(-c3nnnn3-c3ccccc3)c2cc1C | 1.7 |
| Cc1sc2nc(SCC(=O)N3CCOCC3)[nH]c(=O)c2c1C | 8.9 |
| CN(C(=O)c1cccc(NC(=O)Cc2ccc(NC(=O)C3CCN(C(=O)C4CC4)CC3)cc2)c1)C1CCCC1 | -2.5 |
| O=C(NCC1CCCN1S(=O)(=O)c1cccs1)c1cccc([N+](=O)[O-])c1 (configuration not stated) | 4.6 |
| CCC1NC(=O)c2cc3ccccc3cc2-n2c1nc1cc(C)cc(C)c1c2=O (configuration not stated) | 0.2 |
| O=C(O)c1ccc([N+](=O)[O-])cc1Sc1ccsc1 | 1.5 |
| Cn1nc(C(=O)Nc2c(-c3ccccc3)nc3sccn23)c2ccccc2c1=O | -2.0 |
| Cc1nn(C(=O)c2ccc([N+](=O)[O-])cc2)c(C)c1Br | 1.0 |
| COc1ccccc1NC(=O)COC(=O)CCS(=O)(=O)c1ccc(C)cc1 | -1.2 |
| CCC1CN(S(=O)(=O)c2cc(-c3cc(C)no3)ccc2OC)c2cc(C)ccc2O1 (configuration not stated) | 1.5 |
| NC(c1ccccc1)c1csc(NC(=O)Nc2cccc(C(F)(F)F)c2)n1 (configuration not stated) | -2.4 |
| CC(=O)Nc1ccc(OC(=O)CC2SC(=O)NC2=O)cc1 (configuration not stated) | -0.8 |
| CCOC(=O)C1CCN(C(=O)COC(=O)c2ccccc2OCC)CC1 | -0.5 |
| COCc1nnc(NC(=O)c2ccc(OC)cc2OC)s1 | -1.6 |
| FC(F)(F)c1cc(CNC2CCC23CCC(c2ccccc2)CC3)ccc1Cl (configuration not stated) | -0.9 |

Already shown: an excerpt of the list.
| Compound | TTR transcr act |
| --- | --- |
| CCC1CN(S(=O)(=O)c2cc(-c3cc(C)no3)ccc2OC)c2cc(C)ccc2O1 (configuration not stated) | 1.5 |
| NC(c1ccccc1)c1csc(NC(=O)Nc2cccc(C(F)(F)F)c2)n1 (configuration not stated) | -2.4 |
| CC(=O)Nc1ccc(OC(=O)CC2SC(=O)NC2=O)cc1 (configuration not stated) | -0.8 |
| CCOC(=O)C1CCN(C(=O)COC(=O)c2ccccc2OCC)CC1 | -0.5 |
| COCc1nnc(NC(=O)c2ccc(OC)cc2OC)s1 | -1.6 |
| FC(F)(F)c1cc(CNC2CCC23CCC(c2ccccc2)CC3)ccc1Cl (configuration not stated) | -0.9 |

More structures.
| Compound | TTR transcr act |
| --- | --- |
| Clc1cc(Cl)cc(CNC2CCC23CCC(c2ccccc2)CC3)c1 (configuration not stated) | 1.7 |
| COc1cc(/C=C2/C(=O)N(c3ccc(C)c(C)c3)N=C2C)cc([N+](=O)[O-])c1O | 2.0 |
| Cn1c(CCC(=O)OCC(=O)Nc2ccc(Oc3ccccc3)cc2)nc(=O)c2ccccc21 | -0.7 |
| Nc1ncncc1-c1ccc(F)cc1 | -0.5 |
| CCn1c(NCCO)nc2c(c1=O)C(C)(CC)Cc1ccccc1-2 (configuration not stated) | 1.6 |
| CCc1ccc2c(c1)C(=O)c1ccccc1C2=O | 0.4 |
| COc1ccc2c(c1OC)C(=O)OC2Nc1nc(-c2cc3ccccc3oc2=O)cs1 (configuration not stated) | -1.5 |
| O=C(Nc1ccc2c(c1)OCCO2)C1c2ccccc2OCC(=O)N1Cc1cccnc1 (configuration not stated) | -1.0 |
| COc1ccc(Cl)cc1NC(=O)C1COc2ccccc2O1 (configuration not stated) | 0.2 |
| O=c1[nH]c(=O)n(Cc2ccccc2)c2nc(-c3cccs3)n(CCO)c12 | 2.3 |
| O=c1[nH]c(O)c(/C=C2\C=Nc3ccccc32)[nH]1 | 0.4 |
| CN(C)c1ccc(-c2ccccc2)nn1 | -1.2 |
| COCCCN1C(=O)C(CC(=O)NCCN2CCOCC2)CC(C(=O)N(C(C)C)C(C)C)=C1C (configuration not stated) | 3.1 |
| CC(C)n1cc(CN2CCC(C(=O)Nc3cccc(-c4cccc(Cl)c4)c3)CC2)cn1 | -2.7 |
| CC(C)(C(=O)c1ccccc1)/[N+]([O-])=C/c1ccc(F)cc1 | 0.8 |
| O=C(/C=C/NNC(=O)c1ccccc1)c1ccc(Br)cc1 | 0.0 |
| COc1ccc(C2CCCCCN2Cc2nc3ccccc3c(=O)n2CC(N)=O)cc1 (configuration not stated) | -0.7 |
| Cc1nc(/C(N)=N/OC(=O)c2ccccc2Cl)c(C(F)(F)F)o1 | -0.5 |
| Cc1cc(C(=O)OCC(=O)NCCC(C)C)c2ccccc2n1 | 1.1 |
| Cc1cccc(C)c1OCC(=O)NCC1COc2ccccc2O1 (configuration not stated) | -0.7 |
| CCS(=O)(=O)N1CCC(C(=O)NCCCN2CCCCCC2)CC1 | 1.7 |
| COc1ccc(-n2nc3cc(N)c(Br)cc3n2)cc1 | -3.0 |
| N=C1C(c2nc3ccccc3s2)=C(O)CN1C1CCCCC1 | -0.9 |
| NNc1nc2sc3c(c2c(=O)[nH]1)CCc1ccccc1-3 | -0.1 |
| O=C(c1ccc(Cl)cc1)N1CCN(CCc2ccccn2)CC1 | 1.2 |
| Cc1c(NC(=O)c2cc(C3CC3)on2)c(=O)n(-c2ccccc2)n1C | 0.5 |
| CCOC(=O)C1CCN(C(=O)c2cc(C(C)(C)C)nn2Cc2ccccc2)CC1 | 1.7 |
| CSc1cccc(NC(=S)NCCCO)c1 | 0.2 |
| COc1ccc(-n2c(=O)c3ccccc3n(CC(=O)NC3CCCCC3)c2=O)cc1OC | -0.2 |
| COc1ccccc1CNC(=O)C1CCC(=O)N(CCCc2ccccc2)C1 (configuration not stated) | -1.4 |
| CCOC(=O)c1cnn(C(=O)c2ccccc2)c1N | -1.6 |
| Cc1cc(C)cc(NC(=S)N(CCCN2CCN(C)CC2)Cc2cccs2)c1 | 1.7 |
| CCOC(=O)CNC(=O)C(Cc1ccccc1)NC(=O)OCc1ccccc1 (configuration not stated) | -1.7 |
| O=C(NC(=S)N1CCN(C(c2ccccc2)c2ccccc2)CC1)c1ccc(S(=O)(=O)N2CCOCC2)cc1 | -0.6 |
| COc1cc2ccccc2cc1C(=O)Nc1nccs1 | 2.3 |
| COc1cc(-c2[nH]ncc2CN(C)Cc2nonc2C)cc(OC)c1OC | 1.9 |
| Cc1ccc(CCNC(=O)CCS(=O)(=O)c2ccc3c(c2)oc(=O)n3C)cc1 | 0.7 |
| O=c1cc(-c2ccccc2)[nH]n1-c1nc2ccccc2s1 | -4.9 |
| O=C(Nc1nccs1)c1ccccn1 | 0.4 |
| Cn1c(SCC(=O)Nc2ccccc2F)nnc1-c1ccc(S(=O)(=O)N2CCOCC2)cc1 | 0.3 |

Arranged by length of the SMILES (smallest number first): 3 of the compounds above.
| Compound | TTR transcr act |
| --- | --- |
| CSc1cccc(NC(=S)NCCCO)c1 | 0.2 |
| O=C(c1ccc(Cl)cc1)N1CCN(CCc2ccccn2)CC1 | 1.2 |
| COc1ccc(-n2c(=O)c3ccccc3n(CC(=O)NC3CCCCC3)c2=O)cc1OC | -0.2 |

The list continues.
| Compound | TTR transcr act |
| --- | --- |
| CCc1ccc(C(=O)Nc2ccc(OC)c(S(=O)(=O)N3CCCCC3)c2)cc1 | -5.0 |
| O=C(Nc1c(Cl)cccc1Cl)C1CCN(C(=O)c2cccs2)CC1 | 2.9 |
| CC(C)(C)c1ccc(CC(=O)N2CCC2(C)C(=O)NS(=O)(=O)c2ccccc2Cl)cc1 (configuration not stated) | -1.4 |
| C=CCSc1nnc(-c2cc(C(C)(C)C)nn2Cc2ccc(F)cc2)n1C | 0.9 |
| CCC[C@@H](CN[C@@H](CNC)[C@H](C)CC)NCC1CCC(C(C)(C)C)CC1 (some centres not stated) | -5.9 |
| CN(C)c1ccc(CN2CCCCCC2)cc1 | 0.9 |
| O=C(CCc1nc2ccccc2c(=O)[nH]1)NCCN1C(=O)S/C(=C\c2ccc(OC(F)F)cc2)C1=O | 0.3 |
| C=C(C)Cn1c(N2CC(C)CC(C)C2)nc2c1c(=O)[nH]c(=O)n2C (configuration not stated) | 0.1 |
| Cc1c(NC(=O)CS(=O)(=O)c2ccccc2)c(=O)n(-c2ccccc2)n1C | -0.7 |
| COc1cc(S(=O)(=O)NC2CCCC2)ccc1F | 3.2 |
| COCCN1Cc2cccc(C(=O)Nc3ccc(C)cc3)c2C1=O | 1.7 |
| Cn1c(O)c(N=NC(=N)N)c2ccccc21 | 17.3* |
| CC1=Nn2c(nnc2-c2ccccc2Cl)SC1 | -1.0 |
| CCOC(=O)c1c(NC(=O)CSc2nc3nc(C)cc(C)n3n2)sc(CC)c1C | -0.9 |
| COc1cc2c(C#N)c(N3CCc4ccccc4C3)nc(N)c2c(N)n1 | -0.6 |
| O=C(O)C(CCCCN1C(=O)C2C3C=CC(C3)C2C1=O)N1C(=O)C2C3C=CC(C3)C2C1=O (configuration not stated) | -1.0 |
| O=C(CCc1ccc(S(=O)(=O)NC2CCCCC2)cc1)NCc1cccnc1 | 1.6 |
| COc1cc2nc3n(c(=O)c2cc1OC)-c1ncccc1C(=O)NC3Cc1ccccc1 (configuration not stated) | -1.3 |
| CCOC(=O)c1ccc(NC(=O)CN2C(=O)CSC(C)C2=O)cc1 (configuration not stated) | -0.6 |
| Cc1ccc(CNc2ccc3c(c2)ncn3C(C)C)cc1 | -1.5 |

Next section
Compound | TTR transcr act
O=[N+]([O-])c1cccc(C=NN2CCCCCC2)c1 | -1.3
Cc1nc(CN2CCOCC2)cc(=O)[nH]1 | -1.1
C=CCN1C(=O)[C@H](CC(=O)N2CCN(C(=O)c3ccco3)CC2)[C@@]2(C(=O)OCC)CCCC=C12 | 3.3
CC(C)n1nc(CC(=O)O)c2ccccc2c1=O | -0.7
Cc1ccc(S(=O)(=O)CCC(=O)OCc2ccc(Cl)c(Cl)c2)cc1 | -0.4
COc1ccccc1C(=O)Nc1ccc(NC(=O)c2ccco2)c(C)c1 | 3.0
COC(=O)c1cc2ccsc2n1Cc1nc(-c2ccc(Cl)cc2)oc1C | 2.3
O=C(CSc1ccc2ccccc2c1)NCCc1ccc(O)c(O)c1 | -3.3
COc1nc2ccc(C)cc2cc1-c1noc(-c2cccnc2)n1 | 1.9
CCn1c(NCc2ccc3c(c2)OCO3)nc2ccccc21 | 6.2
O=C(NCc1ccncc1)c1nc(-c2cccs2)no1 | 6.7
Cc1cc(C)n(-c2nnc(C)c(=O)[nH]2)n1 | 0.3
O=[N+]([O-])c1cccnc1SCc1c(F)cccc1Cl | 2.4
CCN(CC)c1nc(N2CCN(CCO)CC2)nc2ccccc12 | -1.9
Cc1ccc(CNC(=O)Cc2ccc(-c3ccccc3)cc2)cc1 | 12.6*
Cc1ccc(OCCOc2cccc(Br)c2)c([N+](=O)[O-])n1 | -2.7
Cc1ccccc1Cn1cc(COC(=O)N(C)Cc2ccccc2)nn1 | 11.9*
CCOC(=O)C1CCN(C(=O)CCCn2nc(CC)n3c(cc4occc43)c2=O)CC1 | 0.2
CN(CC(=O)Nc1ccccc1Br)C(=O)CN1CCN(Cc2cccc(Cl)c2)CC1 | 0.4
CCN1C(=O)/C(=C2/C=Cc3ccccc3N2CC)SC1=S | -2.0
C[C@@H]1CCCN1c1ccc2c(c1)O[C@@H]1CCN(C1)S2(=O)=O | -1.4
COC(=O)C1CCN(C(=O)c2ccc(Cl)c(S(=O)(=O)NCc3cccnc3)c2)CC1 | -0.1
O=C1CSCc2nc3ccccc3n21 | -0.7
Cc1nn(-c2ccccc2)nc1C(=O)NNC(=O)c1cccc2ccccc12 | -0.4
CCN(CC)c1nc2c(c(=O)[nH]c(=O)n2C)n1CCCc1ccccc1 | 1.4
Cc1ccc(NC(=O)C2CCN(S(C)(=O)=O)CC2)cc1 | 0.1
CC(O)c1n(C)c(Cl)c[n+]1C (configuration not stated) | -0.5
Cc1cccc(OCC(=O)N2CCN(C(=O)c3ccco3)CC2)c1 | 4.2
C#Cc1ccc([C@@H]2C=C(C(=O)OCC=C)O[C@H](OCC)[C@H]2CCCO)cc1 | -3.8
CCOC(=O)c1cc(NC(=O)C2CCCO2)cc(C(=O)OCC)c1 (configuration not stated) | -0.7
Cc1ccc(C)c2c1N(Cc1ccccc1)C(=O)C21OCCO1 | -0.6
CCCNC(=O)NC(=O)CN1C(=O)NC(C)(c2ccc(C)cc2)C1=O (configuration not stated) | 0.0
O=C(O)CC1c2ccccc2CCN1S(=O)(=O)c1ccc(F)cc1 (configuration not stated) | -0.2
COc1cc(OC)nc(Oc2ccccc2/C=N/O)n1 | 1.0
CC(C)c1ccc(/C=N\NC(=O)c2ccc(Cn3cccn3)o2)cc1 | -0.7
CCOC(=O)c1[nH]cnc1C(=O)N1CCN(C(=O)OC(C)(C)C)CC1 | -0.2
CN(C)S(=O)(=O)c1cc(NC(=O)COC(=O)C2CSC3(C)CCC(=O)N23)ccc1Cl (configuration not stated) | -2.6
COc1ccc(OC)c(NC(=O)Nc2nnc(N3CCC(C)CC3)s2)c1 | 2.0
COc1ccc(N/N=C(/C(N)=O)C2=NC(C)(C)Cc3ccccc32)cc1 | -2.7
COc1ccccc1C1CCN(c2ccc([N+](=O)[O-])c(OC)c2)CC1 | -1.5
O=C(N/N=C/c1cccc(OC(=O)c2ccco2)c1)c1ccc(F)cc1 | -0.3
COc1ccc(Nc2ncnc3ccc(C)cc23)cc1 | -1.5
CCCOc1ccc(C2NC(=O)NC(c3ccccc3)=C2C(C)=O)cc1OCC (configuration not stated) | 1.6
CC(=O)Nc1ccc2c(c1)C(=Nc1ccccc1)c1ccccc1-2 | 0.8
CCOC(=O)c1sc(NC(=O)COc2ncnc3ccccc23)c(C(=O)OCC)c1C | -0.7
Cc1cc(N2CCN(Cc3nc(-c4ccc(F)cc4)oc3C)CC2)cc(C)n1 | -1.3
C=CCN(C(=O)CSc1nc2[nH]ncc2c(=O)n1-c1ccccc1OC)c1ccccc1 | -1.6
